Assay outcomes: PubChem BioAssay, National Center for Advancing Translational Sciences (NCATS)
HEK293 tox: cytotoxic compounds in HEK 293 cells | HEK 293 viability, ATP luminescence (CellTiter-Glo), 48-72 h | Potency, µM (doses to about 115 µM), for the others: at the top dose activity change, negative = cytotoxicity, usual class: inhibitors | hit rate 6.6% among 94,000; also: potency is read from the fitted curve at half-maximal effect; nearly all actives have a fitted effect of over 60% in size
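HEK 293 cells at 250 cells/well were exposed to compounds by pintool transfer for 48 or 72 hr at 37 degree Celsius, 5% CO2. Viability was read as ATP-coupled luminescence with CellTiter-Glo after 10 min at room temperature.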
HEK293 viab: cell viability loss counter-screen; HEK-293-SNCA-luc viability, GF-AFC fluorescence, 24 h; Potency, µM (series often up to 57.1 µM), for inactives: at the top dose activity change, negative = cytotoxicity, most hits filed as cytotoxic; hit rate 0.12% among 150,000;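 also: potency is read from the fitted curve at half-maximal effect; 0% = DMSO-treated cells and -100% = medium-only wells without cells; nearly all actives have a fitted effect of over 30% in size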
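HEK-293-SNCA-luc cells (1500/well) plated 24 h, then exposed 24 h to a dilution series; GF-AFC added 30 min at 37C, fluorescence 405/540 nm; normalised to medium-only and DMSO wells, Hill fit.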
FLuc inh: Photinus pyralis luciferase inhibition; P08659; purified P. pyralis luciferase, luminescence, biochemical; Potency, µM (titrated, usually from 115 µM), for inactives: top-dose activity change, negative = inhibition, hits mostly inhibitors; hit rate 2.5% among 76,000; AID 1347043; also: potency is read from the fitted curve at half-maximal effect; nearly all actives have a fitted effect of over 65% in size
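Cell-free enzyme assay, 10nM P. pyralis luciferase, luciferin and ATP each at 10uM. Inhibition profiled over a 6-point titration, read as luminescence.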
NIH3T3 tox: NIH 3T3 cell cytotoxicity; NIH 3T3 viability, CellTiter-Glo ATP luminescence, 48-72 h; Potency, µM (doses to about 96.7 µM), for inactives: at the top dose activity change, negative = cytotoxicity, usual class: inhibitors; hit rate 4.3% among 94,000; AID 1345082; also: potency is read from the fitted curve at half-maximal effect; nearly all actives have a fitted effect of over 55% in size
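Cells were seeded at 400 per well, treated with pin-transferred compound, and kept 48 or 72 hr at 37 °C before CellTiter-Glo addition and luminescence imaging of cellular ATP.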
SNCA expr inhib: inhibitors of alpha-synuclein (SNCA) gene expression; Potency, µM (titrated, usually from 57.2 µM), for the others: at the highest dose activity change, negative = inhibition, actives largely listed as inhibitors; hit rate 0.17% among 140,000; HEK-293 SNCA-luciferase knock-in, luminescence, 24 h;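 also: potency is read from the fitted curve at half-maximal effect; plate controls were DMSO cells for no effect and cell-free wells for full effect; nearly all actives have a fitted effect of over 45% in size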
GPT2 inhibitor: inhibitors of human GPT2 alanine aminotransferase; Q8TD30; Recombinant GPT2, coupled pyruvate oxidase/HRP Amplex Red fluorescence; Potency, µM (top dose mostly 57.7 µM), without a hit: top-dose activity change, negative = inhibition, most hits filed as inhibitors; hit rate 0.25% among 100,000; also: potency is read from the fitted curve at half-maximal effect; nearly all actives have a fitted effect of over 60% in size; many of its hits are not listed in these tables
Target sequence (Q8TD30 whole entry, looked up): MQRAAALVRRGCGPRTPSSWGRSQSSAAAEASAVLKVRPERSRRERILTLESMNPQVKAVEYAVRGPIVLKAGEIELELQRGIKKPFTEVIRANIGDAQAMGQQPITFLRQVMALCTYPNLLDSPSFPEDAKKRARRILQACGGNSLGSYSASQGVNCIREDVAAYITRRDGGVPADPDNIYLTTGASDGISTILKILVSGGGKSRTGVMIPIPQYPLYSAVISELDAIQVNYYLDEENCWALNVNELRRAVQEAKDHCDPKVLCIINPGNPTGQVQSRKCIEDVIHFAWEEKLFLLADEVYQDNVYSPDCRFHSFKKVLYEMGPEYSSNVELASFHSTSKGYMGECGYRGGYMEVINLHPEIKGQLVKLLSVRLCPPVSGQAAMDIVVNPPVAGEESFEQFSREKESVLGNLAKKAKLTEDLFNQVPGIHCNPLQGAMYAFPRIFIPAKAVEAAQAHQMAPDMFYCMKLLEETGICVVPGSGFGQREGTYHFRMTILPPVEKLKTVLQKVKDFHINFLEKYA
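Fluorescence read-out: pyruvate from GPT2 turnover coupled to pyruvate oxidase, HRP and Amplex Red (0.2mM ThPP, 0.2U/mL PO and HRP, 50uM Amplex final). Substrates 250uM a-KG, 2mM L-alanine; enzyme 10ng/uL; 30 min RT.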
IP6K1 inh: IP6K1 kinase inhibition | Q92551 | IP6K1 kinase, ADP-Glo luminescence, 2 h; active compounds read low | activity change, % (series mostly up to about 58 µM) | hit rate 0.81% among 140,000; in the data active = activity change below about -25%
Target sequence (Q92551 whole entry, looked up): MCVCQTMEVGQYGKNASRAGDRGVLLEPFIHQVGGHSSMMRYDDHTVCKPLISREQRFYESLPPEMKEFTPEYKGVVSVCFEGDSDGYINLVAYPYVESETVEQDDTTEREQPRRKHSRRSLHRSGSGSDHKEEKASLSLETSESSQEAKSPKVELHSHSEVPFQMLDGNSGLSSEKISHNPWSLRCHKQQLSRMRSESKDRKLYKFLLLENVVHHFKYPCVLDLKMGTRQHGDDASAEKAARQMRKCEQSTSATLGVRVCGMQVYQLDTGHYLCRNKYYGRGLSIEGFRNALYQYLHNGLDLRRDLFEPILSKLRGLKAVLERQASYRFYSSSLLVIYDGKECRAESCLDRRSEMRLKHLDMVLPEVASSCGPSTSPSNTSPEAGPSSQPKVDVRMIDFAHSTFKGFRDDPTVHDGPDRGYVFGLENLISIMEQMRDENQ
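ADP-Glo luminescence measures ADP made by human IP6K1 during a 2 h RT reaction with ATP/IP6 (mix at 1.3 mM/130 uM); top library doses 57.5 and 19.1 uM final.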
An asterisk follows results filed as active; i = inactive; ? = inconclusive; · = not tested or not shown; [ ] = remark or other dose. Unless noted, calls follow the shape of the dose curve; as a rule, active = well fitted curve in the direction sought with a large enough effect; inconclusive = small, poorly fitted or top-dose-only effect, or another doubt; inactive = no such curve, though single readings can be large; an effect the other way counts as inactive or inconclusive. Unless noted, % is scaled to controls: 0 for no effect and ±100 for the full control effect.

The line under a structure holds: HEK293 viab, IP6K1 inh, HEK293 tox, GPT2 inhibitor, NIH3T3 tox, FLuc inh, SNCA expr inhib
> Cc1cccc(-c2noc(-c3ccccc3NC(=O)C3CC(=O)N(c4ccccc4C)C3)n2)c1 (stereo not given)
    0%, 12, ·, ·, ·, ·, 27%
> Cc1nc(-c2ccc(C)c(N3CCN(C(=O)Nc4ccccc4C(F)(F)F)CC3)c2)no1
    1%, -11, ·, ·, ·, ·, -23%
> Cc1ccc(Nc2cc(C(=O)NC3CCCC3)c3ccccc3n2)cc1C
    -2%, 15, ·, ·, ·, ·, -13%
> Cc1ccc(S(=O)(=O)N2CCCc3cc(NC(=O)c4c(F)cccc4F)ccc32)cc1
    -5%, -12, ·, ·, ·, ·, 6%
> CC(C)c1noc(C2CCCN(C(=O)CC3CCCCC3)CCC(=O)NCC2)n1 (stereo not given)
    3%, 17, ?, i, -19%, -15%, 5%
> Cc1nc(-c2ccccc2)n(Cc2ccc(F)cc2Cl)c(=O)c1CCO
    ?, -3, 28µM*, 0%, 45µM*, -4%, ?
> COc1cc(SC)ccc1C(=O)N[C@H]1CCN2C(=O)N(c3ccc(F)c(Cl)c3)C(=O)[C@@H]2C1
    -7%, 1, ?, -7%, ?, 7%, 2%
> O=C(NCC1CC1)c1nc2c(o1)CCN(CCCc1ccccc1)CC2
    -14%[87.6 µM], 1, ?, i, -20%[138 µM], ?, 6%[87.6 µM]
> Cc1cccc(NC(=O)COC(=O)CCCC2=NS(=O)(=O)c3ccccc3N2)c1
    -1%, 0, ·, ·, ·, ·, 2%
> CC(C)c1ccc(NC(=O)c2cc(S(=O)(=O)NCc3ccccc3Cl)ccc2F)cc1
    ?, -6, ·, ·, ·, ·, -15%
> CN(C)CCN1CC2(CCN(C(=O)CCCS(N)(=O)=O)CC2)OC1=O
    18%, -10, -6%, 4%, -1%, -7%, 49%[activator]
> CCN(CC1CCCN(CCc2cccc(OC)c2)C1)C(=O)c1cc(C)no1 (stereo not given)
    3%, 1, i, i, -12%, 2%, 23%
> CC1=C[C@@H](CNC(=O)COc2ccccc2)[C@H](C(C)C)C[C@H]1CC(=O)N1CCN(C)CC1
    -8%, -6, -16%, -6%, -18%, 1%, -8%
> CN(C)C(=O)N1CCC(C(=O)N2CCOC(Cc3cccc4ccccc34)C2)CC1 (stereo not given)
    -21%, 37, -23%, 4%, -11%, -4%, -10%
> Cc1cc2cc(-c3c(C)noc3C)nc(NC3CCN(C)CC3)c2o1
    2%[87.6 µM], 2, 100µM*, 1%[88.5 µM], 35µM*, 2%[172 µM], 47%[activator][87.6 µM]
> CC(C)C(=O)NCC1CN(Cc2ccccc2)C(=O)c2c(ccnc2-c2ccc(OCC(=O)O)cc2)O1 (stereo not given)
    ?, 7, 25µM*, -17%, ?, -3%, 2.8µM*
> O=c1oc2ccc(Br)cc2cc1-c1nc(-c2ccccc2)no1
    3%, 33, ·, ·, ·, ·, 14%
> O=C(CSc1c2c(nc3ccc(Cl)cc13)CCCC2)N1CCN(c2cccc(Cl)c2)CC1
    ?, 16, ·, ·, ·, ·, ?
> COc1cc(-c2cc(OC)c3c(C)oc(C)c3c(=O)c2)ccc1OC(=O)c1cccc(C)c1
    -10%, -16, ·, ·, ·, ·, 13%
> Cc1cccc(Oc2nc3c(C)cccn3c(=O)c2/C=C(\C#N)c2nc3ccccc3[nH]2)c1
    -5%, 8, ·, ·, ·, ·, -5%
> COc1ccc(NC(=O)CCc2nnc3n(C)c(=O)c4sccc4n23)cc1Cl
    -5%, 0, ·, ·, ·, ·, -19%
> CCC(Sc1nc2n[nH]c(C)c2c(=N)n1-c1ccc(Br)cc1)C(=O)N(CC)CC (stereo not given)
    ?, -12, ·, ·, ·, ·, ?
> COc1ccc(-c2ccc3nnc(CNC(=O)c4cccc(OC(F)(F)F)c4)n3n2)cc1
    -5%, 15, -28%, 4%, -10%, 5%, 2%
> COc1ccc2[nH]c(C(=O)N3CCCCCNC(=O)[C@@H]4CCC[C@@H]43)cc2c1
    -2%, 0, ?, -19%, ?, -24%, -28%
> COc1cccc(CNC(=O)C2CCN(c3cc(C(F)(F)F)ncn3)CC2)c1
    -3%, 9, -13%, i, -22%, 1%, ?
> O=C(COc1ccccc1Cl)Nc1ccc(-c2nc3ccccc3s2)cc1
    5%, -1, ·, ·, ·, ·, 174%[activator]
> CC(=O)Nc1ccc(CN2C[C@H](O)C[C@H]2c2nc(-c3ccc(OC(F)(F)F)cc3)no2)cc1
    6%, -1, ?, ?, ?, ?, 92%[activator]
> COc1ccc(C(=O)Nc2ncc(-c3cccc(N(C)C)c3)c3c2OCC3)cc1
    -11%[87.6 µM], 13, 100µM*, i, ?, ?, 3%[87.6 µM]
> Cc1ccc(NCc2cccn2-c2nnc(N3CCC(C(=O)NCCc4ccccc4)CC3)s2)cc1
    ?, -11, ·, ·, ·, ·, 66%[activator]
> COc1ccc(-n2nc3cc(C)c(NC(=O)c4ccc(-c5ccc(Br)cc5)o4)cc3n2)cc1
    1%, 10, ·, ·, ·, ·, 109%[activator]
> CC(C)c1nc2c(c(-c3ccc(Cl)cc3)n1)CN(C(=O)C(C)(C)C)CC2
    -16%, -2, 40µM*, i, ?, ·, -11%
> COc1ccccc1-c1cc(C(=O)N(C)C)nn2cccc12
    -6%[87.6 µM], 5, -12%[172 µM], -4%[88.5 µM], -9%[138 µM], ·, -7%[87.6 µM]
> Cc1ncccc1C(=O)N1CC(Oc2ccccc2-c2nc(-c3ccccc3)no2)C1
    -3%, 6, ?, i, ?, 40µM*, 2%
> Cc1cc(OCC(=O)Nc2sc3c(c2C#N)CCC(C)C3)ccc1Cl (stereo not given)
    5%, -6, ·, ·, ·, ·, -3%
> COc1cc(NC(=O)CC2CCCN(c3cn[nH]c(=O)c3)C2)cc(OC)c1 (stereo not given)
    6%, 0, ?, i, -20%, -7%, 31%[activator]
> O=C(Nc1ccccc1C(F)(F)F)Nc1c[nH]c(=O)[nH]c1=O
    -1%, 39, ·, ·, ·, ·, 14%
> O=C(Cc1ccc2c(c1)OCO2)N1CCc2[nH]nc(-c3ccccc3F)c2C1
    -4%, 10, -18%, -7%, ?, 3%, 2%
> CC(=O)NCC(=O)N1CC(F)(F)C[C@H]1c1nc(C2CC2)no1
    9%, 2, -12%, i, -3%, -10%, 10%
> CN(C)C[C@H]1C[C@@H](CO)CN(C(=O)c2ccccc2-c2ccc(F)cc2)C1
    2%, -5, 1%, -6%, -3%, 3%, 21%
> Cc1c(C(=O)O)sc2ncnc(NCC3(O)CCCCC3)c12
    -3%, 25, i, i[11.5 µM], 3%, 1%, -9%
> COCCOCC(=O)N1C[C@@H](Oc2ccccc2)C[C@H]1C(=O)N1CCOCC1
    5%, 1, -3%, i, i, 13%, 7%
> Nc1nonc1-c1nc2ccccc2n1CC(=O)Nc1ccc(F)cc1
    ?, -20, ·, ·, ·, ·, -21%
> CCOC(=O)c1cnc2ccc(OC)cc2c1Nc1cccc(C(C)=O)c1
    -3%, -7, ·, ·, ·, ·, ?
> C[C@@H]1O[C@@H](OC2C(CO)OC(OCC3OC(OC(=O)[C@]45CCC(C)(C)CC4C4=CCC6[C@@]7(C)CC[C@@H](O)[C@](C)(C(=O)O)C7CC[C@@]6(C)[C@]4(C)CC5)C(O)C(O)C3O)C(O)C2O)[C@H](O)[C@H](O)[C@H]1O (stereo not given in full)
    5%[12.5 µM], 4, ·, 0%[17.1 µM], ·, ·, ·
> O=C(CSc1ncc2c(n1)-c1cc(Cl)ccc1N(Cc1ccccc1F)S2(=O)=O)Nc1cccc(C(F)(F)F)c1
    -15%, -13, ·, ·, ·, ·, -14%

The last two records of the section above come first, to join the parts:
The line under a structure holds: HEK293 viab, IP6K1 inh, HEK293 tox, GPT2 inhibitor, NIH3T3 tox, FLuc inh, SNCA expr inhib
> C[C@@H]1O[C@@H](OC2C(CO)OC(OCC3OC(OC(=O)[C@]45CCC(C)(C)CC4C4=CCC6[C@@]7(C)CC[C@@H](O)[C@](C)(C(=O)O)C7CC[C@@]6(C)[C@]4(C)CC5)C(O)C(O)C3O)C(O)C2O)[C@H](O)[C@H](O)[C@H]1O (stereo not given in full)
    5%[12.5 µM], 4, ·, 0%[17.1 µM], ·, ·, ·
> O=C(CSc1ncc2c(n1)-c1cc(Cl)ccc1N(Cc1ccccc1F)S2(=O)=O)Nc1cccc(C(F)(F)F)c1
    -15%, -13, ·, ·, ·, ·, -14%
> CC(=O)N1c2ccccc2C(=O)C1N1CCN(c2ccccc2)CC1 (stereo not given)
    4%, 10, ·, ·, ·, ·, 56%[activator]
> CN1C(=O)C(CC(=O)NCCc2nc(-c3cccnc3)n[nH]2)N(C)C1=O (stereo not given)
    4%, -14, ?, -16%, 1%, -13%, 20%
> O[C@@H]1C[C@@H](c2nc(Cc3ccc(F)cc3Cl)no2)N(Cc2ccc(OC(F)(F)F)cc2)C1
    4%, -4, 40µM*, 1%, ?, -12%, -4%
> Cc1ccc(CSc2ncc(Cl)c(C(=O)NCc3ccccc3)n2)cc1
    11%, -8, ·, ·, ·, ·, -3%
> Cn1cc(CCCNS(=O)(=O)c2cccc(C(=O)N3CCCC3)c2)cn1
    8%, 16, -16%, -16%, 0%, 4%, -16%
> O=C(NCCc1ccc(F)cc1)c1cc(-c2ccccc2)c2nncn2n1
    -16%, -7, ?, i, ?, ·, 9%
> O=C(NCC1CN(C(=O)Cc2cccc(OC(F)(F)F)c2)CC12CN(c1ccccc1)C2)c1ccccc1 (stereo not given)
    -26%, 7, ?, -24%, ?, -12%, ?
> O=C(NCc1cc2ccc(F)cc2[nH]c1=O)C1CC2(CCNCC2)CN1 (stereo not given)
    0%, 5, -24%, -18%, -14%, -8%, 8%

Part of the list above in order of heavy-atom count, high to low:
The line under a structure holds: HEK293 viab, IP6K1 inh, HEK293 tox, GPT2 inhibitor, NIH3T3 tox, FLuc inh, SNCA expr inhib
> O=C(NCC1CN(C(=O)Cc2cccc(OC(F)(F)F)c2)CC12CN(c1ccccc1)C2)c1ccccc1 (stereo not given)
    -26%, 7, ?, -24%, ?, -12%, ?
> O[C@@H]1C[C@@H](c2nc(Cc3ccc(F)cc3Cl)no2)N(Cc2ccc(OC(F)(F)F)cc2)C1
    4%, -4, 40µM*, 1%, ?, -12%, -4%
> O=C(NCCc1ccc(F)cc1)c1cc(-c2ccccc2)c2nncn2n1
    -16%, -7, ?, i, ?, ·, 9%
> O=C(NCc1cc2ccc(F)cc2[nH]c1=O)C1CC2(CCNCC2)CN1 (stereo not given)
    0%, 5, -24%, -18%, -14%, -8%, 8%

An excerpt, so the mix of outcomes need not match the whole.
